DDE Tn6 FP inh: disrupts Tn6 cyclic peptide binding to fibrin D-Dimer-E complex. Fibrin DD(E) TRITC-Tn6 fluorescence polarization displacement. inhibition, % at 8.3 µM. hit rate 0.21% among 370,000. AID 720509;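 active = inhibition above a per-campaign cutoff: mean of compounds within control limits plus 3 SD, cut at about 15% in these data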;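 also: 0% = median of all compound wells on the plate and 100% = blocking peptide control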
TDP2 inh: blocks human TDP2 phosphodiesterase activity; O95551; recombinant TDP2, T5PNP hydrolysis, p-nitrophenol absorbance 415 nm; inhibition, % at 12.8 µM; hit rate 0.34% among 370,000; AID 720702;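 active = inhibition above the mean of all tested compounds plus 3 SD, set per campaign, cut at about 25% in these data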;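 also: 0% = DMSO with enzyme and 100% = buffer with substrate but no TDP2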
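Incubation: 2 h at 37 °C; Test system: recombinant human TDP2; Quantity: enzyme 120 nM; Read-out basis: percent inhibition; Medium: 50 mM Tris-HCl pH 7.5 with Mg2+, KCl, DTT, BSA; Repeats: single replicate; Compound: 12.8 µM single point, 1% DMSO; Signal: epi absorbance; Reagent: 5 mM T5PNP chromogenic substrate; Benchmarks: no-enzyme high, DMSO-plus-enzyme low.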
MBD2 inh: inhibitors of human MBD2 binding to methylated oligonucleotide | Q9UBB5 | TR-FRET | inhibition, % at 4.4 µM | hit rate 0.31% among 370,000; in the data active = inhibition above about 13%
Tn7 DDE FP: DD(E)-Tn7 binding inhibition, primary FP screen; P02675; FP displacement of FITC-Tn7 peptide from fibrin DD(E); 0% = median of compound wells per plate; inhibition, % at 8.3 µM; hit rate 0.13% among 370,000;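 active = inhibition above the mean of compounds falling within the control limits plus 3 SD of them, cut at about 14% in these data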;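 also: 0% = plate median of compound wells and 100% = 10 µM Aha-Tn7 peptide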
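system = human fibrin DD(E) protein | quantity = DD(E) 2 µM final | medium = Tris/NaCl/CaCl2 buffer, pH 7.8 | also added = labelled Tn7 tracer, 0.1 µM | compound dosing = single point at 8.3 µM | timing = compound with protein 10 min, then 3 h after probe, room temperature | signal = FP measurement | benchmarks = Aha-Tn7 high control | repeats = one replicate per compound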
UHRF1 MBD2 ctr: UHRF1 methyl-DNA binding inhibition; UHRF1 binding to methylated oligo, TR-FRET; inhibition, % at 4.4 µM; hit rate 0.75% among 370,000; in the data active = inhibition above about 21%;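 also: UHRF1 SRA domain binding a hemimethylated CpG hairpin DNA probe; 0% = median of test compound wells and 100% = reference inhibitor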
proKLK7 act: activates the human kallikrein-7 zymogen | P49862 | purified proKLK7, EDANS-DABCYL substrate fluorescence; 100% is mature enzyme control, 0% vehicle | activation, % at 7 µM | hit rate 0.9% among 370,000 | AID 652039;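 active = activation above the mean of all tested compounds plus 3 SD, computed per campaign excluding outliers beyond control limits, cut at about 13% in these data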
Target sequence (P49862 whole entry, looked up): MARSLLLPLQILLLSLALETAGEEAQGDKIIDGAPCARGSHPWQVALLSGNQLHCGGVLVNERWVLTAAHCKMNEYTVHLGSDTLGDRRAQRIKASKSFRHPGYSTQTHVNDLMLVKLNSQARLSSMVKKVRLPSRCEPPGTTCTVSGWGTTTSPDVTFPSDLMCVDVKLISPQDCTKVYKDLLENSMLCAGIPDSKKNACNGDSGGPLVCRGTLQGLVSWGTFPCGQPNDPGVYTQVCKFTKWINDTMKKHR
PRMT1 inh: PRMT1 (human) inhibition, primary screen | hit rate 1.3% among 370,000 | inhibition, % at 2.79 µM | Q99873 | AID 652257 | recombinant PRMT1, activity-based probe fluorescence polarization;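 active = inhibition above about 21% made by adding two undisclosed values, limit read from the data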
LEDGF integ inh: blocks HIV-1 LEDGF/p75-dependent DNA integration; TR-FRET IN-LEDGF/p75 DNA integration, Eu/Cy5; inhibition, % at 3.7 µM; hit rate 0.64% among 370,000;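 active = inhibition above the screen-wide mean plus 3 SD, cut at about 13% in these data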;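 also: signal is the Cy5 over europium emission ratio at 671 and 618 nm; 0% = plate median of compound wells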
SIAE primary: blocks human sialic acid acetylesterase; hit rate 0.69% among 370,000; AID 1053197; SIAE FP-Rh probe binding, fluorescence polarization; inhibition, % at 9.66 µM;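 active = inhibition above a cutoff: mean of compounds within the control limits plus 3 SD of those, cut at about 17% in these data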;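 also: 0% = plate median of compound wells and 100% = probe without SIAE protein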
Target sequence (Q9HAT2 whole entry, looked up): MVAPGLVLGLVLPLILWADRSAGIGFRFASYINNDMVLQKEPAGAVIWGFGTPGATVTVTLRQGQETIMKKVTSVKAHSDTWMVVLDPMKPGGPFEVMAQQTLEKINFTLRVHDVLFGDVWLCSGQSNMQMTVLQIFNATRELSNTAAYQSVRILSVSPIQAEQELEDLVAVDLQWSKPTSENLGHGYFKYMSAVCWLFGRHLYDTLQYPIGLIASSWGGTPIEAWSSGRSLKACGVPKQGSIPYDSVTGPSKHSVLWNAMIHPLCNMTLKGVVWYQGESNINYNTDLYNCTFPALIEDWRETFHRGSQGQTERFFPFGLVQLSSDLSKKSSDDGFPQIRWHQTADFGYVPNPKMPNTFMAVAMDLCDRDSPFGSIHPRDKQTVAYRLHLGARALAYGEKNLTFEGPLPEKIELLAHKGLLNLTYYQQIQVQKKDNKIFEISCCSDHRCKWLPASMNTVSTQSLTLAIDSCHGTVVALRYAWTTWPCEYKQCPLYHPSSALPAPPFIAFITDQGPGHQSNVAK
TCR-CD3 inh: inhibitors of human TCR-CD3 interaction; TAMRA-labeled TCR probe fluorescence, biochemical; inhibition, % at 9.4 µM; hit rate 0.37% among 360,000; in the data active = inhibition above about 19%;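 also: recombinant mutant TCR 2C K166C tagged with TAMRA read by polarization; 0% = receptor in buffer alone and 100% = receptor with positive control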
Numbers without * were called inactive; . = not tested or not shown; & = joins results of further samples.

SMILES	DDE Tn6 FP inh	TDP2 inh	MBD2 inh	Tn7 DDE FP	UHRF1 MBD2 ctr	proKLK7 act	PRMT1 inh	LEDGF integ inh	SIAE primary	TCR-CD3 inh
O=C(Cn1cnc2ccccc2c1=O)Nc1nc2ccccc2s1	0	3	0	-6	-3	-0.2	-1	-1	-6	-3
N#CC1=C(S)N(c2ccccc2)C(c2cccs2)NC1=O (stereo not given)	6	-8	3	-9	0	0.1	3	1	-2	4
O=C(NCc1cccc(Br)c1)C1CC(c2ccc(C(F)(F)F)cc2)=NO1 (stereo not given)	6	0	-4	-4	-1	0.0	-1	-1	-6	0
O=C1OCCN1c1c(-c2ccccc2)c(N2CCOCC2)nc2ccccc12	0	11	6	0	-2	2.6	4	-2	7	-5
Cc1ccc(-n2nnc3c(=O)n(CC(=O)NCc4ccccc4)cnc32)cc1	4	-10	3	2	1	0.0	2	-2	-10	-13
COc1cc(-c2nnc3sc(Cc4ccccc4)nn23)cc(OC)c1OC	-9	-3	2	-7	1	0.2	6	3	-6	2
O=C(C1CCN(c2cncnc2)CC1)N1CCOCC1	7	-12	5	-4	-1	0.2	6	-1	1	.
COc1ccccc1NC(=O)/C(=C/c1cccc([N+](=O)[O-])c1)c1ccccc1	2	-5	-3	-8	47*	-0.6	2	-5	-6	-5
O=C(O)Cn1c(CC(=O)N2CCCC2)nc2ccccc21	4	-4	1	1	-1	-0.6	0	-2	-2	4
COCCCNC(=O)CCc1nc2cccnc2n1Cc1ccccc1	3	7	6	-6	2	0.9	0	-1	0	2
O=C(O)CC/C(=N\NC(=O)c1ccncc1)c1ccccc1	5	-6	-3	-5	-1	-0.1	1	1	3	5
COc1cc(/C=C(\NC(C)=O)C(=O)Nc2ccccc2C)ccc1OC(C)=O	3	-1	-1	7	-3	1.2	-2	-1	9	5
CCc1oc(C(=O)O)cc1COC	0	10	1	2	2	-0.4	1	0	1	-6
COC(=O)c1ccc(N2Cc3ccccc3/C2=N\C(=O)Nc2ccccc2)cc1	2	-5	-3	0	-2	-0.6	-2	0	3	-6
CC1(C(=O)Nc2ccc3c(c2)OCO3)Cc2c(-c3cccc(C(N)=O)c3)ccnc2O1 (stereo not given)	-2	-3	2	-5	-1	0.0	-3	0	-2	0
O=S(=O)(c1ccc2c(c1)OCCO2)N1CCC(c2nc3ccccc3s2)CC1	5	-15	0	-9	2	-0.1	-2	1	10	-5
O=S(Cc1ccc(Cl)cc1)CC(O)COc1ccc(Cl)cc1 (stereo not given)	5	-7	1	4	0	0.1	-2	-2	5	-1
CN(C)C(=O)N1CCN(C(=O)c2ccccc2Sc2ccccc2C#N)CC1	2	3	-2	1	-2	0.0	1	-1	8	-4
COc1ccc(C2CC(c3ccc4ccccc4c3)=NN2C(=O)COC(=O)C2CCC(=O)N2)cc1 (stereo not given)	-1	-5	-1	-3	0	-0.4	-3	-4	-7	-2
O=C(COc1ccc(-c2ccccc2)cc1)N1CCCC1	-5	6	0	-1	-2	-0.2	2	-2	1	0
CC(NC(=O)/C(C#N)=C/c1cccs1)c1ccccc1 (stereo not given)	-3	-4	-1	3	-1	0.5	2	1	-1	-1
COC1=C(N)C(=O)c2nc(C)ccc2C1=O	-4	21	-2	-11	9	3.7	5	20*	-3	-1
CCOC(=O)N1CCN(C(=O)C[C@H]2C[C@@]3(C(=O)OC)C(=C[C@H](C(C)C)O[C@@H]3C3CC3)N(Cc3ccc4c(c3)OCO4)C2=O)CC1	-4	3	-7	-7	0	-0.3	2	-1	4	.
COc1ccccc1Nc1nc(N2CCOCC2)nc(N2CCOCC2)n1	12&0	-12&6	0&-5	4&-5	-1&-2	-0.1&0.5	1&-3	-3&2	8&7	2&2
CCCCOc1ccc(Br)cc1CSC(=N)N	-6	-10	2	-5	4	-0.5	4	-6	-3	-9
c1cc(CNC23CC4CC(CC(C4)C2)C3)ccn1	-10	-11	6	1	3	-0.5	9	-4	-7	-6
COc1ccc(C(=O)NCC(=O)OCC(=O)N2CC(C)CC(C)C2)cc1 (stereo not given)	0	-4	2	-4	0	-1.2	-1	-2	-3	3
C=CCn1c(SCN2C(=O)c3ccccc3C2=O)nc2ccc(Cl)cc2c1=O	3	-5	-8	3	-3	-0.3	1	-4	5	4
Cc1ccc(NC(=O)CSCC(=O)OCc2cc(=O)oc3cc(O)ccc23)c(C)c1	7	7	-4	-2	-2	468*	-4	1	-6	7
CC1CCCCC1NC(=O)c1nn(C)c(=O)c2ccccc12 (stereo not given)	0	-8	1	-3	4	0.1	0	7	-3	-9

Next part, starting with the last 3 of the part before.
SMILES	DDE Tn6 FP inh	TDP2 inh	MBD2 inh	Tn7 DDE FP	UHRF1 MBD2 ctr	proKLK7 act	PRMT1 inh	LEDGF integ inh	SIAE primary	TCR-CD3 inh
C=CCn1c(SCN2C(=O)c3ccccc3C2=O)nc2ccc(Cl)cc2c1=O	3	-5	-8	3	-3	-0.3	1	-4	5	4
Cc1ccc(NC(=O)CSCC(=O)OCc2cc(=O)oc3cc(O)ccc23)c(C)c1	7	7	-4	-2	-2	468*	-4	1	-6	7
CC1CCCCC1NC(=O)c1nn(C)c(=O)c2ccccc12 (stereo not given)	0	-8	1	-3	4	0.1	0	7	-3	-9
COc1ccc(CN(C)C(=O)c2ccc(OCC(=O)N3CCOCC3)c(OC)c2)cc1	-12	7	5	-7	1	-0.3	0	2	2	5
COCCOC(=O)c1c(C)nc(SCC(=O)Nc2ccc(C)cc2)c(C#N)c1-c1ccco1	9	-1	-4	5	3	0.3	2	-1	-1	-4
CCOc1cccc(C2C(C(=O)c3ccc(C)o3)=C(O)C(=O)N2CCCn2ccnc2)c1 (stereo not given)	2	-10	-3	6	-4	0.5	1	0	-5	3
COc1cccc(CN(Cc2cccnc2)S(=O)(=O)c2ccc(-n3cnnn3)c(C)c2)c1	-5	-14	4	-11	21*	0.0	-3	3	-6	1
CC(=O)Nc1ccc(NC(=O)CSc2ncc(C(=O)Nc3ccccc3)c(=O)n2C)cc1	-5	0	0	-5	-1	-0.4	-1	7	-29	-1
Cc1cc2c(cc1S(=O)(=O)N1CCN(c3ccccc3)CC1)OCCN2C	6	-1	4	-3	-3	-0.1	0	-3	17	-3
O=C(COc1ccccc1[N+](=O)[O-])Nc1ccc2oc(=O)ccc2c1	0	9	3	-2	1	0.1	-1	-3	-1	-1
CC(=O)Nc1ccc(NC(=O)C2CCN(c3ccc(C(F)(F)F)cn3)CC2)cc1	-3	1	3	8	-2	0.1	-1	2	-1	9
COC(=O)Cn1nc(C)c2ccccc2c1=O	-4	8	0	-10	-2	-0.2	-3	-2	2	3
Cc1cc(NC(=O)CCNS(=O)(=O)c2ccc3[nH]c(=O)oc3c2)ccc1Br	6	-20	0	0	-1	0.2	0	-2	-3	5
COc1ccc2oc(/C=C/N(C)C)c(C(=O)c3ccc(Cl)cc3)c2c1	-2	-1	1	-8	-9	0.5	-1	7	6	-6
Cc1cc(C)c(S(=O)(=O)c2ccc(C(C)(C)C)cc2)c(Cl)n1	0	-2	-4	2	-1	0.3	4	0	-5	-5
Cc1cccc(Cn2nnc3c2C(=O)c2ccccc2C3=O)c1	15	-7	-1	2	-2	0.4	0	-5	5	-1
COc1ccc(N(C(=O)c2ccco2)C(C(=O)NC2CCCC2)c2ccco2)cc1OC (stereo not given)	-5	0	4	6	-1	-0.8	5	0	-2	-9
O=C(Cc1ccc(Cl)cc1)N/N=C/c1cccc(O)c1	7	0	2	1	1	0.3	1	-4	-2	-2
COC(=O)[C@@]1(C)[C@H]2C(=O)N(Cc3ccccc3)C(=O)[C@H]2[C@H]2CN=C(SCc3ccc(C#N)cc3)N21	-1	7	0	0	1	-0.1	7	1	5	-6
CC(CO)NS(=O)(=O)c1cc(Cl)ccc1F (stereo not given)	8	5	12	3	26*	-0.3	0	-4	-5	8
Cn1cc([C@]2(O)C(=O)Nc3ccccc32)c2ccccc21	3	8	1	8	0	0.3	-1	1	1	8
O=C(COc1ccc(F)cc1Br)N1CCN(S(=O)(=O)/C=C/c2ccccc2)CC1	7	2	3	-3	2	0.1	0	4	2	7
COc1cc(S(=O)(=O)n2ccnc2)ccc1Br	4	3	5	-3	13	-0.3	1	1	-1	3
Cc1ccccc1CNC(=O)c1cc2ccccc2o1	-7	2	1	-3	1	-0.3	7	-4	-6	-5
Cc1ccc(N2C(=O)N(CC(=O)NC(c3ccccc3)c3ccccc3)C(=O)C2C)cc1 (stereo not given)	10	-1	-3	4	-3	-0.2	0	-1	-2	-1
O=C(NCc1ccc(Cl)cc1)c1ccc(CS(=O)Cc2cccc(Cl)c2)o1 (stereo not given)	-4	-2	5	-3	2	0.4	1	-7	2	0
CCOc1ccc(CCNC(=O)c2cccc(N3CCCC3=O)c2)cc1OCC	-2	-3	-3	-2	1	-0.4	-2	3	6	-9
CCOc1ccc(CCNC(=O)CS(=O)Cc2nc(-c3ccc(OC)c(OC)c3)oc2C)cc1OCC (stereo not given)	-7	9	0	5	10	-0.1	1	-1	-1	-1
COc1cccc(OCc2nnc(-c3cccs3)o2)c1	-3	-26	3	-1	4	-0.6	1	7	-11	8
COc1ccc2c(c1)OC[C@H]1[C@H]2N2C(=O)c3cc(OC)c(OC)cc3NC(=O)[C@@]2(C)[C@H]1c1ccccc1	-1	5	1	-4	-3	-0.1	0	5	13	-1
Cc1ccc(-n2ncc3c(=O)n(CC#N)cnc32)cc1	0	-3	6	-4	0	0.3	-1	0	2	2
COC(C(=O)Nc1c(F)cccc1F)c1ccccc1 (stereo not given)	7	-2	2	5	7	-0.1	5	-3	4	-7
CCC/C(C#Cc1ccsc1)=C1/c2ccccc2C(=O)N1c1ccccc1	-2	0	-3	7	-3	-4.0	0	1	-8	6
O=C(CC12CC3CC(CC(C3)C1)C2)Nc1cccc2ncccc12	2	-7	-1	0	1	1.0	-1	-1	0	-8
CN(C)C(=S)Nc1ccc([N+](=O)[O-])cc1	4	6	-5	7	-4	-0.5	-3	2	5	6
COc1ccc(-n2nnnc2SCC(=O)Nc2cc(OC)c([N+](=O)[O-])cc2C)cc1	-3	-2	-5	4	-1	0.5	0	0	-27	2
Cn1c(=O)c2c(nc(SCC(=O)N3CCCCCC3)n2C)n(C)c1=O	1	0	-7	-2	0	0.0	-2	4	6	0

LEDGF integ inh, entries above that show a hit.
SMILES	DDE Tn6 FP inh	TDP2 inh	MBD2 inh	Tn7 DDE FP	UHRF1 MBD2 ctr	proKLK7 act	PRMT1 inh	LEDGF integ inh	SIAE primary	TCR-CD3 inh
COC1=C(N)C(=O)c2nc(C)ccc2C1=O	-4	21	-2	-11	9	3.7	5	20*	-3	-1
